RAM inhibit: blocks the yeast RAM network. S. cerevisiae dse1pr::URA3 reporter, 5-FOA growth OD615, 2 d; analog-sensitive cbk1-as2 kinase mutant strain. inhibition, % at 50 µM. 1.8% of 190,000 active. AID 868;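 active = inhibition above a set limit, 3 SD over mean compound inhibition, cut at about 8.4% in these data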;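 note: 0% = DMSO-only wells with no growth and 100% = 10 µM 1-NA-PP1 full growth; inhibition rescues growth on 5-FOA so higher OD means more RAM inhibition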
bIAP activator: intestinal alkaline phosphatase (bovine) activation | purified bovine IAP, CDP-star luminescence, 30 min; hits give high values; fold of DMSO-control signal, blank-subtracted | activation factor at 20 µM | 0.17% of 200,000 active | AID 1016;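 active = activation factor of 2 or more at 20 µM, a signal rise over negative controls twice the positive control's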
FLuc inh counter: Photinus pyralis luciferase inhibition counter-screen | P08659 | ATPLite firefly luciferase biochemical luminescence, 10 min | inhibition, % at 10 µM | 1.5% of 200,000 active | AID 1006;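 active = inhibition above about 50% when tested at 10 µM, limit read from the data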
bIAP inhibitor: intestinal alkaline phosphatase (bovine) inhibition; purified bovine IAP, CDP-star luminescence, 30 min; inhibition, % at 20 µM; 190,000 tested, under 10 active;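 active = over 50% inhibition of intestinal alkaline phosphatase at 20 µM in the single-dose screen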
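Incubation: 30 min reaction at room temperature / Material: purified bovine intestinal alkaline phosphatase (IAP) enzyme / Input: enzyme at 1/65,000,000 dilution / Dosing: 20 µM single dose / Signal: CDP-star luminescence signal / Reagent: CDP-star chemiluminescent phosphatase substrate, 30 µM final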
FLuc act counter: firefly luciferase counter-screen for stimulation assays | activation factor at 10 µM | ATPlite luciferase biochemical, luminescence, 10 min; 0 = ATP-free wells, 1 = DMSO control | 200,000 tested, under 10 active | P08659;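 active = luciferase activation factor, scaled between plate controls, of at least 2 with compound at 10 µM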
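Assay system: Luciferase/luciferin detection reagent, cell-free biochemical luciferase assay / Also added: ATP substrate / Schedule: 10 min at ambient temperature / Measured by: luminescence measurement of luciferase light output / Benchmarks: low control with PBS replacing ATP, high control enzyme plus ATP without compound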
TNAP inh noacc: TNAP (human) inhibition, acceptor-free conditions; inhibition, % at 20 µM; AID 1012; 0.26% of 200,000 active; purified TNAP, CDP-star luminescence, 30 min; P05186;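 active = tissue-nonspecific alkaline phosphatase inhibition above about 50% at 20 µM in the single-dose screen, limit read from the data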;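 note: 0% = DMSO negative control and 100% = EDTA positive control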
Target sequence (P05186 whole entry, looked up): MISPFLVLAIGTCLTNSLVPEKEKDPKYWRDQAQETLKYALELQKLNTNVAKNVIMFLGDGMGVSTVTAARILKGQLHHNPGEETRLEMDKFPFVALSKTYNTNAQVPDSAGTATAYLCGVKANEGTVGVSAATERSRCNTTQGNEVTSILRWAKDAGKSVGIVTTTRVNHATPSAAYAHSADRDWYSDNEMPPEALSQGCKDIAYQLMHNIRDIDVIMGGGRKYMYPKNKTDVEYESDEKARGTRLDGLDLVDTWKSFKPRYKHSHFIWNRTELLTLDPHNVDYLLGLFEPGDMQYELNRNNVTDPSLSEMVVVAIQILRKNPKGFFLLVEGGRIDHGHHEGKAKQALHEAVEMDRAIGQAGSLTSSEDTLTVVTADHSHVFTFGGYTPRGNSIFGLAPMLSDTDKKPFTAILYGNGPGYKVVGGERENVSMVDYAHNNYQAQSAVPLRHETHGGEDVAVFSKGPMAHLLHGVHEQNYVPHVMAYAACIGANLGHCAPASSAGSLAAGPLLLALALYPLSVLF
TNAP act hiacc: increases human TNAP activity under high phosphate acceptor concentration. P05186. purified TNAP, CDP-star luminescence, 1 M DEA, 30 min; hits give high values; 0 = EDTA background, 1 = DMSO-only activity. activation factor at 20 µM. 200,000 tested, under 10 active;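 active = activation factor at least 2 at 20 µM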
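Dosing: 20 µM single point. System: human TNAP. Amount: TNAP 1/800 final. Incubation: 30 min, room temperature. Read-out: TNAP activation factor scaled between EDTA and DMSO control wells. Signal: luminescence from CDP-star hydrolysis. Medium: 1 M DEA, pH 9.8, Mg2+, Zn2+. Control set: EDTA negative control, DMSO positive control.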
L major viab: Leishmania major promastigote growth inhibition | Leishmania major promastigotes, resazurin fluorescence viability | inhibition, % at 10 µM | 9% of 200,000 active | AID 1063; in the data active = inhibition above about 50%;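 note: promastigotes grown with compound for 44 hours at 28 °C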
APP transl inh: APP translation inhibition; SH-SY5Y APP 5'UTR-luciferase reporter, luminescence; inhibition, % at 2 µM; 0.82% of 190,000 active;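 active = inhibition above a set limit, derived from the sample mean plus 3 SD, cut at about 45% in these data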; note: values of inactives mirror those of a sister screen read the other way
TNAP inh hiacc: blocks human TNAP under high phosphate acceptor concentration | P05186 | purified TNAP, CDP-star luminescence, 1 M DEA | inhibition, % at 20 µM | 0.03% of 200,000 active;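 active = over 50% inhibition of tissue-nonspecific alkaline phosphatase at 20 µM in the single-dose screen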;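 note: plate controls were DMSO wells for no effect and EDTA-quenched wells as full inhibition for full effect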
* = called active by the depositor; nt = no result given.

SMILES	RAM inhibit	bIAP activator	FLuc inh counter	bIAP inhibitor	FLuc act counter	TNAP inh noacc	TNAP act hiacc	L major viab	APP transl inh	TNAP inh hiacc
Cc1cccc(N2CCN(C(=O)C(NS(=O)(=O)c3cccs3)c3ccccc3)CC2)c1C (stereo not given)	0.1	0.8	-7	17	1.1	-7	1.1	62*	-10	-6
COC(C(=O)Nc1ccc(S(=O)(=O)Nc2ccc(F)cc2)cc1)c1ccccc1 (stereo not given)	2.3	0.8	-2	24	1	-5	1	13	9	0
CCC1CCCCN1C(=O)CSc1nnc(-c2ccc3c(c2)OCCO3)o1 (stereo not given)	0.7	1	11	-1	0.9	-6	1.1	5	6	-5
Clc1ccc2nc(-c3ccc4c(c3)OCO4)cn2c1	0.4	1	93*	-2	0.1	-8	1	15	-158	-2
Cc1nnc(SCC(=O)N2CCC(c3noc4ccc(F)cc34)CC2)s1	0.2	1	-4	-2	1	-13	1.1	-3	0	-6
CCN1CCN(C(=O)/C(C#N)=C/c2ccc(OC(F)F)cc2)CC1	2.3	0.9	-2	9	1	-9	1	12	-15	-2
CCCCn1c(NC(=O)CC)c(C#N)c2nc3ccccc3nc21	1.4	0.9	-1	12	1	-2	1	3	7	3
N#C/C(=C\c1ccc([N+](=O)[O-])cc1)C(=O)Nc1ccccc1O	0.9	0.9	1	8	1	-6	1	42	10	-1
Brc1cccc(CSc2nnc(-c3ccncc3)o2)c1	2.2	1	-9	4	1.1	2	1	0	-7	-4
C(#CCN1CCCC1)CC(c1ccccc1)c1ccccc1	1.9	0.9	-4	13	1	-12	1.1	100*	-15	-7

One compound at a time, from the list above. Values in the order: RAM inhibit	bIAP activator	FLuc inh counter	bIAP inhibitor	FLuc act counter	TNAP inh noacc	TNAP act hiacc	L major viab	APP transl inh	TNAP inh hiacc
CCC1CCCCN1C(=O)CSc1nnc(-c2ccc3c(c2)OCCO3)o1 (stereo not given) is listed as 0.7	1	11	-1	0.9	-6	1.1	5	6	-5
N#C/C(=C\c1ccc([N+](=O)[O-])cc1)C(=O)Nc1ccccc1O is listed as 0.9	0.9	1	8	1	-6	1	42	10	-1

Going on with the list.
SMILES	RAM inhibit	bIAP activator	FLuc inh counter	bIAP inhibitor	FLuc act counter	TNAP inh noacc	TNAP act hiacc	L major viab	APP transl inh	TNAP inh hiacc
Cc1cc(C)n2nc(/C(C#N)=C/c3ccccc3)c(C#N)c2n1	2.6	0.9	-4	5	1	-6	1	4	nt	-3
Cc1[nH]cnc1CSCCN	0.7	1	-4	-4	1	-3	1.1	-5	-13	-10
O=C(Nc1ccc(F)cc1)C1CCN(C(=O)c2ccc([N+](=O)[O-])cc2)CC1	0.8	0.9	-6	9	1.1	-2	1.1	5	15	-8
O=C(CCS(=O)(=O)c1cccs1)NC1CCCCCC1	0.4	0.9	-2	8	1	-9	1.1	-4	-16	-6
O=C(Nc1cccc(-c2nc3ccccc3s2)c1)c1cc(-n2cnnc2)ccc1Cl	2.0	1.1	10	-9	0.9	-10	1	15	-31	-4
CC1CC(C)CN(CCCNC(=O)CCNC(=O)Cn2ccc3ccccc3c2=O)C1 (stereo not given)	0.1	1	-1	-2	1	-2	1	-3	-17	-1
Cc1cc(C)n2c(SCC(C)C)nnc2n1	-0.6	0.9	-8	7	1.1	-4	1.1	0	-22	-5
CCCCCCC1CC(=O)NC(=S)N1 (stereo not given)	-0.2	1.1	0	-13	1	-13	1.1	0	-23	-6
CNc1cc(Cl)nc(SC)n1	0.0	1.1	-6	-7	1.1	-5	1	-6	-19	-3
O=C(NCc1ccccc1)c1cc(S(=O)(=O)N2CCOCC2)ccc1F	0.5	0.9	-6	7	1.1	-31	1	-3	16	-4
CN(C)CCN1C(=O)C(O)=C(C(=O)c2cc3ccccc3o2)C1c1ccccn1 (stereo not given)	0.1	1	-4	-3	1	-3	1	0	5	-4
O=C(c1ccc(Br)cc1)c1cc(-c2ccccn2)c(N2CCOCC2)s1	-0.1	1	-7	2	1.1	-17	1	23	12	-2
Cc1cccc2[nH]c(SCC(=O)N3CCOCC3)nc12	1.5	1.2	-3	-19	1	-3	1	-4	-33	-2
COc1cccc(/C=C2\SC(=S)N(c3cccnc3)C2=O)c1OC	3.1	0.9	67*	5	0.3	-5	1	-2	-17	-3
COc1ccccc1Nc1nc(N)nc(CN2CCc3ccccc3C2)n1	-0.2	0.9	-10	12	1.1	-4	1	100*	-6	0
CC(CC(=O)NC1CCCC1)c1ccccc1 (stereo not given)	1.1	1	-9	3	1.1	-2	1	-2	0	-4
O=C(Nc1cccnc1)c1ccc(Cl)c(S(=O)(=O)N2CCCCCC2)c1	0.3	1	4	4	1	0	1	12	-4	-4
O=C(CCC(=O)OCc1ccc([N+](=O)[O-])cc1)Nc1ccc(F)cc1	1.7	1	-2	-4	1	-2	1	-4	-7	2
COc1ccc(NC(=O)CSc2nc(C)cs2)cc1	1.6	1	3	1	1	-2	1	8	-6	-1
Cc1sc(NC(=O)C2C3CCC(O3)C2C(=O)O)nc1-c1ccc(CC(C)C)cc1 (stereo not given)	0.3	0.8	14	23	0.9	-7	1	-2	-76	-2
N#Cc1ccc(NC(=O)COC(=O)CCNS(=O)(=O)c2ccccc2)cc1	-0.3	0.8	-5	18	1.1	2	1	45	7	0
COC(=O)CSc1nc2ncccc2[nH]1	-0.3	0.9	5	10	0.9	30	1	23	2	2
CNC(=O)c1sccc1S(=O)(=O)Cc1c(Cl)cccc1Cl	1.7	0.9	-6	8	1.1	-18	1.1	-1	-23	-6
Cc1ccc(-c2csc(Nc3ccc(C(=O)O)cc3)[n+]2Cc2ccccc2)cc1	6.2	0.9	-3	8	1	-2	1	4	-5	-2
CCOC(=O)N1CCN(C(=O)CCCn2c(=S)[nH]c3ccsc3c2=O)CC1	2.2	1	-1	-2	1	-11	1	-8	-4	-4
Cc1cc(C)n(Cc2ccc(C(=O)Nc3ccc(Br)cc3C)o2)n1	0.1	1	-1	5	1	-2	1	-1	2	1
COC(=O)CC/C(O)=C1\C(=O)CC(C)(C)CC1=NCCc1nc2ccccc2[nH]1	0.0	1	-8	-3	1.1	-6	1	6	-11	-1
N#CC(C#N)=Cc1cccn1-c1ccc(C(=O)O)cc1	5.2	1.1	-8	-6	1.1	-11	1	2	5	-4
CCOC(=O)c1nc(N)c(=O)n(-c2ccccc2)n1	0.7	1.1	0	-5	1	2	1	-3	-17	1
COc1ccc(S(=O)(=O)NC(CC(=O)NCCc2ccccc2)c2ccco2)cc1 (stereo not given)	0.8	0.9	-7	15	1.1	-5	1.1	-2	-22	-6
COc1cccc(C2CCCCN2Cc2nc(-c3ccc(C)o3)oc2C)c1 (stereo not given)	0.6	1.1	-2	-8	1	-1	1	-6	-7	0
CCCNS(=O)(=O)c1ccc(CCC(=O)NCc2cccnc2)cc1	0.7	0.9	2	8	1	-5	1	-1	-4	0
CCCN1C(=O)/C(=C\C=C2/C=CN(CC)c3ccccc32)SC1=S	2.1	1.1	46	-8	0.5	19	0.7	-2	27	27
NC(=O)c1ccccc1N/C=C/C(=O)c1ccc(Cl)cc1	0.7	0.8	94*	25	0.1	-10	1	-5	-148	-5
O=C(COC(=O)CNC(=O)c1ccc(Cl)cc1)Nc1ccc(Cl)cc1C(F)(F)F	4.8	0.5	-6	nt	1.1	-19	1	-2	3	-4
Cc1cc(C)cc(NC(=O)CN2CCCN(S(=O)(=O)c3ccc(Br)s3)CC2)c1	0.7	0.9	-9	10	1.1	4	1	-2	9	-3
COc1cc(C2/C(=C(/O)c3ccc(OCC(C)C)cc3)C(=O)C(=O)N2CCN(C)C)ccc1O (stereo not given)	0.6	1	-5	-1	1.1	-2	1.1	-5	2	-8
CC(C)CC(=O)Nc1ccc2oc(-c3ccncc3)nc2c1	-0.4	0.9	10	8	0.9	-16	1	2	-15	-3
Cc1ccc(NC(=S)NC(NC(=O)c2ccccc2C)C(Cl)(Cl)Cl)c(C)c1 (stereo not given)	1.0	1	-4	-5	1	-24	1.1	28	-2	-8
Cc1ccc2c(c1)C(=NC1CCCCC1)c1cc3ccccc3nc1-2	3.3	1	7	0	0.9	-25	1	6	-178	-1
COc1ccc(N2CCN(CC(=O)Nc3ccc(-n4cnnn4)cc3)CC2)cc1	2.7	1.2	1	-16	1	-8	1	1	-6	0
COc1ccc(CCn2nnnc2C(c2ccc(Cl)cc2)N2CCN(C)CC2)cc1OC (stereo not given)	-1.0	1	-2	4	1	-9	1	17	-43	-1
COc1ccc(CCNc2ncnc3cc(OC)c(OC)cc23)cc1OC	-0.4	1	-6	2	1.1	-9	1	4	3	-5
O=C(CCN1CCc2ccccc2C1)Nc1ccccc1F	1.3	1	-1	0	1	-7	1	11	0	-3
CC(=O)Nc1ccc(Nc2nc(C)c([N+](=O)[O-])c(Nc3ccc(NC(C)=O)cc3)n2)cc1	1.0	1	-7	-3	1.1	18	1	-12	17	4
N#Cc1cc2ccccc2nc1SCC(=O)Nc1ccccc1N1CCOCC1	2.9	0.9	-6	8	1.1	-4	1	-2	8	1
OC(COc1ccc(CNCc2cccnc2)cc1)CN1CCc2ccccc2C1 (stereo not given)	0.5	1	-2	-2	1	-2	1	90*	13	0

Screening results: PubChem BioAssay, several laboratories
